# JMJD2A Tudor = JMJD2A Tudor domain (human) inhibition; O75164; AlphaScreen JMJD2A-Tudor / H3K4me3 peptide binding; Potency, µM (titrated, usually from 114 µM), inactives show top-dose activity change, negative = inhibition, actives largely listed as inhibitors; 390,000 compounds, 4.4% hits; further: potency means the concentration at half of the fitted maximal effect; on the % scale 0 is the no-effect control and ±100 the full control effect; nearly all actives have a fitted effect of over 50% in size
# 12-LOX inh = ALOX12 (human) lipoxygenase inhibition | P18054 | purified 12hLO, xylenol orange hydroperoxide absorbance | Potency, µM (top dose mostly 108 µM), without a hit: top-dose activity change, negative = inhibition, hits mostly inhibitors | 580,000 compounds, 1.1% hits | AID 1671190; further: potency means the concentration at half of the fitted maximal effect; on the % scale 0 is the no-effect control and ±100 the full control effect
#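 Purified human 12hLO at 150 nM in 25 mM Hepes, 0.01% Triton X-100, pH 7.0, preincubated 15 min at room temperature with compound. Reaction started with 40 uM arachidonic acid, 30 min at room temperature. Hydroperoxide measured by Fe-xylenol orange, 573/405 nm absorbance ratio.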
# ERG-DNA inh = ERG Ets/DNA interaction inhibition. 370,000 compounds, 0.028% hits. fluorescence polarization, His-ERG Ets domain / labelled DNA. P11308. AID 624246. Potency, µM (series often up to 76.9 µM), without a hit: top-dose FP activity, negative = inhibition, actives largely listed as inhibitors; active means well fitted inhibition curve with a large enough effect in the polarisation, with a control signal flat; inconclusive means small, poorly fitted or top-dose-only effect, or effect the other way, or a change in a side signal; inactive means no such curve, though single readings can be large or run the other way; the % refers to the polarisation;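 further: polarization taken with two DNA probes labelled with fluorescein and Texas red; potency means the concentration at half of the fitted maximal effect; % of control where 0% means no effect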
#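 His-tagged ERG Ets domain (1 uM in the protein solution; 300mM KCl, 50mM Tris-HCl, 1mM EDTA, 1mM DTT, pH 7.5) received compound, then a probe mix of 5 nM fluorescein-DNA and 100nM Texas-615-DNA. Fluorescence polarization was read for both dyes.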
# PI4K2A block = PI4K2A (human) kinase inhibition | Q9BTU6 | purified PI4K2A, ADP-Glo luminescence, 1 h; active compounds read low | activity change, negative = inhibition, % at 76.9 µM | 420,000 compounds, 0.13% hits; in the data active means activity change below about -50%; inconclusive means mostly about -30% to -49%;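 further: -100% = wells without enzyme as full effect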
#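 ADP-Glo luminescence measured ADP generated by PI4K2A enzyme (4 ug/mL before mixing) with 1.2 mM PI substrate (pre-mix) and 300 microM ATP (pre-mix). Tris pH7.5 buffer with MgCl2, Triton X-100; 1 h reaction at ambient temperature.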
# G9a inh = inhibitors of human histone lysine methyltransferase G9a; Potency, µM (series often up to 102 µM), for inactives: at the highest dose activity, negative = inhibition, usual class: inhibitors; G9a H3K9 monomethylation, AlphaScreen, 2 h; 350,000 compounds, 8.8% hits; Q96KQ7; further: potency means the concentration at half of the fitted maximal effect; on the % scale 0 is the no-effect control and ±100 the full control effect; nearly all actives have a fitted effect of over 75% in size
# Target sequence (Q96KQ7 913-1193 limits assumed): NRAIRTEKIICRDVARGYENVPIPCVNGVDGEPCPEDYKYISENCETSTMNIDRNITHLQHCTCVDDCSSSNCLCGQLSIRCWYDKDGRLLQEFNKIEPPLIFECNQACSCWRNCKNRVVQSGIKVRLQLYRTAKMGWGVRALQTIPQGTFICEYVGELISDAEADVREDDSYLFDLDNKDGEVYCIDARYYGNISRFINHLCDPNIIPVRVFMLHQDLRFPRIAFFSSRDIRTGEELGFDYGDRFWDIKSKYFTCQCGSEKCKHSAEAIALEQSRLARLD
#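 G9a (20 nM) preincubated 15 min RT with compounds, then 500 nM biotinylated H3K9 peptide and 20 uM SAM added; 2 h RT reaction. Monomethyl-H3K9 product detected by AlphaScreen with anti-H3K9me1 antibody, streptavidin donor and anti-rabbit IgG acceptor beads.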
# HP1b chromo inh = blocks HP1-beta chromodomain binding to methylated histone tails; P83916; AID 540317; 390,000 compounds, 0.56% hits; AlphaScreen HP1-beta / biotin-H3K9me3 peptide binding; Potency, µM (top dose mostly 114 µM), for the others: at the top dose activity change, negative = inhibition, hits mostly inhibitors; further: potency means the concentration at half of the fitted maximal effect; nearly all actives have a fitted effect of over 70% in size; inactives centre near 23
#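 HP1-beta protein (50 nM final) preincubated 30 min at room temperature with biotinylated H3(1-18)K9me3 peptide (50 nM) in PBS pH 7.4, 0.01% Tween-20, then compound added for 30 min. AlphaScreen streptavidin donor/nickel chelate acceptor beads (10 ug/mL final), 30 min dark, luminescence read.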
# RGS4 inhibitor = blocks human RGS4-accelerated GTP hydrolysis | 390,000 compounds, 0.039% hits | Potency, µM (highest dose often 114 µM), for the others: top-dose activity change, negative = inhibition, usual class: inhibitors | P49798 | Transcreener GDP fluorescence polarization, RGS4-accelerated GTP hydrolysis; further: potency means the concentration at half of the fitted maximal effect; on the % scale 0 is the no-effect control and ±100 the full control effect; nearly all actives have a fitted effect of over 75% in size; some results filed as inactive show a strong effect at the top dose
#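 MLSMR compounds (23 nl, pin-transferred) preincubated 10 min at room temperature with a 500nM (2x) first reagent, then RGS4 at 900nM (2x) plus Transcreener GDP mix added; fluorescence polarization (620/688 nm) read before and after 90 min at 30 °C.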
# BAZ2B inh = inhibitors of human BAZ2B bromodomain; 360,000 compounds, 4.4% hits; Potency, µM (titrated, usually from 114 µM), inactives show at the top dose activity change, negative = inhibition, hits mostly inhibitors; AID 504333; AlphaScreen BAZ2B-H3K14Ac peptide displacement; further: potency means the concentration at half of the fitted maximal effect; on the % scale 0 is the no-effect control and ±100 the full control effect; nearly all actives have a fitted effect of over 60% in size
#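 Multi-concentration screen (max 110 uM) measuring displacement of acetylated histone H3 peptide from BAZ2B by AlphaScreen, using 50 nM protein, 50 nM peptide and 10 ug/mL streptavidin donor plus Ni-chelate acceptor beads.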
# GLS inhibitor = blocks human kidney-isoform glutaminase activity. Potency, µM (doses to about 45.5 µM), for inactives: at the top dose activity change, negative = inhibition, hits mostly inhibitors. 410,000 compounds, 0.21% hits. GLS enzymatic activity, qHTS titration. O94925. AID 624170; further: potency means the concentration at half of the fitted maximal effect; on the % scale 0 is the no-effect control and ±100 the full control effect
# Target sequence (O94925 whole entry, looked up, canonical isoform): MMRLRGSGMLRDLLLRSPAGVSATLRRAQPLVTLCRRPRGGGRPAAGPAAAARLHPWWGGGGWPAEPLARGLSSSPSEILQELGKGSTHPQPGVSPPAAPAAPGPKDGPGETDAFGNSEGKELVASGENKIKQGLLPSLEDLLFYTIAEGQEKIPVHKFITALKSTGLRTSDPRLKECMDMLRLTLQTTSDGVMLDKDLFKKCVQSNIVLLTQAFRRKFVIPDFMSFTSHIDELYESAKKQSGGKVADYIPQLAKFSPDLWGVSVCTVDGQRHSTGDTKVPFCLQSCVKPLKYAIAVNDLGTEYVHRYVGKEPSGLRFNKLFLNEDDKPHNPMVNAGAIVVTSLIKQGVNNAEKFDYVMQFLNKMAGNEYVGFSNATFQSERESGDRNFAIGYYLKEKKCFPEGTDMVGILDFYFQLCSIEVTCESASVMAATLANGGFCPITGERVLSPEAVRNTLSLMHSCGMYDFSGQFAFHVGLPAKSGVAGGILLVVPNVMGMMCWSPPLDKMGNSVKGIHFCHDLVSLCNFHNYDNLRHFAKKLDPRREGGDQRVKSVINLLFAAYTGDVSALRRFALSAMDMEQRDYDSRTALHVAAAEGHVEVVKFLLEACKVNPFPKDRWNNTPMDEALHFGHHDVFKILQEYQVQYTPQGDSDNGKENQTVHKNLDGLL
#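 hKGA in 45 mM KH2PO4 pH 8.2, 0.02% Tween-20 with pin-transferred compounds; 1 mM L-glutamine (stock) plus glutamate oxidase/HRP/Amplex Red coupling added. Fluorescence read initially and after 30 min at RT.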
# Numbers without * were called inactive; ? = inconclusive; · = not tested or not shown; & = joins results of further samples; [ ] = dose if it differs, or a comment. Unless noted, the call rests on the fitted dose curve; in most records, active means well fitted curve in the direction sought with a large enough effect; inconclusive means small, poorly fitted or top-dose-only effect, or another doubt; inactive means no such curve, though single readings can be large; an effect the other way counts as inactive or inconclusive. This is a subset (hit frequency here may not be typical).
SMILES,JMJD2A Tudor,12-LOX inh,ERG-DNA inh,PI4K2A block,G9a inh,HP1b chromo inh,RGS4 inhibitor,BAZ2B inh,GLS inhibitor
Cc1ccc(C(=O)Nc2nnc(SCc3cc(=O)c4c(C)ccc(C)c4[nH]3)s2)cc1,-31%,-14%,5%,-3,-21%[59 µM],17%[57 µM],?,-10%,-1%
Cc1ccc(-n2nc3c(=O)n(CC(=O)NCCCc4ccccc4)nc(C)c3c2C)cc1,-5%,4%,1%,-2,-11%,32%,-19%,-3%,-1%
O=C(c1cc(Cl)cc(Cl)c1)N1CCOCC1,-1%,-5%,3%,-6,-3%[59 µM],33%,19%,5%,3%
Cc1c(Br)c([N+](=O)[O-])nn1CCCC(=O)NC(C)c1ccccc1 (stereo not drawn),-14%,-4%,11%,-1,-36%,41%[activator],18%,-16%,-2%
Cc1cccc(Nc2ccc(S(=O)(=O)N3CCOCC3)cc2[N+](=O)[O-])c1,10µM*,?,-6%,4,?,?,-1%,?,-8%
COc1ccc(-c2nnc3sc(COc4ccc(C)cc4)nn23)cc1,-12%,9%,12%,-4,15%[59 µM],18%,-10%,-26%,-10%
CC(=O)c1cc(-c2ccccc2)n(CCC(=O)Nc2ccc(C(C)C)cc2)c1C,-34%,-17%,3%,2,?,23%,7%,?,0%
COC(=O)c1cc(NC(=O)CCc2c(C)nc3cc(-c4ccccc4)nn3c2C)cc(C(=O)OC)c1,7%,-3%,-1%,-4,-21%[59 µM],12%,5%,-10%,0%
CCN1C(=NCc2ccccc2)N[C@@H](c2ccccc2)[C@H](C(=O)OC)[C@H]1C,-6%,-18%,-4%,-1,?,47%[activator],-16%,-30%,-1%
CC(=O)NC1=NN(C(C)=O)C(C)(c2ccccn2)S1 (stereo not drawn),-10%,1%,1%,-3,·,-9%,6%,5%,-1%
CCc1cc2cc3c(cc2nc1SCC(=O)Nc1nnc(C)s1)OCCO3,1%,-35%,·,-3,-47%[59 µM],27%,-6%,-4%,-12%
CCOC(=O)Cn1c(=O)oc2cc(S(=O)(=O)N3CCN(c4cccc(C)c4)C(C)C3)ccc21 (stereo not drawn),-22%,1%,-3%,3,-10%[59 µM],16%,-1%,-20%,5%
CCC(=O)Nc1nc(C)c(Oc2ccccc2)c(=O)[nH]1,-12%,?,-11%,5,-15%,51%[activator],3%,3%,0%
COC(=O)c1ccccc1NC(=O)Nc1ccc(C(=O)N2CCCC2)cc1,-6%,-6%,12%,2,-8%[12.7 µM],37%,-21%,13%,-2%
COc1ccc(CCNc2cc(=O)[nH]c(N)n2)cc1,-30%,12%,6%,1,-34%[59 µM],67%[activator],-40%,?,5%
Cn1c(=O)c2c(-c3ccccc3)n(Cc3cccnc3)cc2n(C)c1=O,-18%,56%,-6%,-10,10µM*,36%,-13%,2%,7%
COC(=O)c1cccc(S(=O)(=O)N2CCCC2)c1,-4%,-14%,-1%,-7,-4%[59 µM],25%,-15%,15%,4%
O=C1C2C3C=CC(C3)C2C(=O)N1c1ccc2ccccc2n1 (stereo not drawn),-12%,-61%,5%,7,0%[59 µM],29%,-7%,6%,-1%
CCC(c1nnnn1Cc1ccc(F)cc1)N(CCCO)Cc1cc2cc3c(cc2[nH]c1=O)OCO3 (stereo not drawn),-16%,?,-1%,5,4%[59 µM],9%,-1%,-12%,2%
COc1ccc(OC)c(C2C(C(=O)Nc3ccccc3OC)=C(C)Nc3c(C(=O)Nc4ccc(F)cc4)cnn32)c1 (stereo not drawn),-23%,-4%,-1%,-8,-28%[59 µM],23%,-1%,-2%[57.1 µM],0%
O=C(NNc1ccccc1)c1ccccc1,-2%,-16%,-13%,4,·,41%[activator],-40%,·,29%
COc1ccc(C2CC(=O)C(CS(=O)(=O)c3ccccc3)C(=O)C2)cc1 (stereo not drawn),-4%[11.4 µM],-20%,-7%,-11,45%[activator],-10%,-50%,15%,-17%
O=C(O)Cn1nnnc1SCC(=O)Nc1ccccc1F,5%,-4%,1%,6,-29%,57%[activator],-38%,-21%,-1%
O=C(NC1CC1(c1ccccc1)c1ccccc1)c1ccccc1 (stereo not drawn),-2%,-3%,-1%,2,·,40%[activator],-6%,·,1%
Cc1cc(Br)ccc1SCC(=O)OC/C(O)=C(\C#N)c1nc2ccccc2[nH]1,1%,-3%,1%,1,12%[12.7 µM],38%,2%,-2%,4%

# More results:
SMILES,JMJD2A Tudor,12-LOX inh,ERG-DNA inh,PI4K2A block,G9a inh,HP1b chromo inh,RGS4 inhibitor,BAZ2B inh,GLS inhibitor
COc1cccc(-c2cc(C(=O)NC3CCCC3)c3ccccc3n2)c1,-5%,?,10%,6,·,42%[activator],11%,·,-8%
Cn1cc(C2OC(=O)c3ccccc32)c2ccccc21 (stereo not drawn),-19%,0%,-4%,-15,·,-1%,5%,·,-17%
COc1cccc(CN2CCNC(=O)C2CC(=O)NCCOc2cccnc2)c1 (stereo not drawn),-14%,-2%,0%,3,·,35%,-19%,-12%,-2%
CCCC1=[N+](CC(=O)c2ccccc2)CCn2cccc21,-15%,-19%,5%,-3,-14%[59 µM],22%,-9%,-34%,-1%
CCOC(=O)c1cccc(NC(=O)CSc2nnc(COc3ccccc3C)o2)c1,-6%,13%,·,1,?,25%,-26%,-35%,4%
Cc1cc(=O)[nH]c(SCC(=O)N2CCN(S(=O)(=O)c3ccccc3)C2)n1,-8%,21%&19%,4%,2,37%[activator],39%[activator],12%,-2%,-28%
Cc1ccc(Cl)cc1NCc1nnc2n1CCCCC2,-6%,-12%,5%,3,3%[59 µM],25%[57 µM],12%,2%,21%
CCN(CC)CCNC(=O)CN1C(=O)COc2ccc(S(=O)(=O)N3CCOCC3)cc21,-9%&-4%,-3%&-17%,0%&0%,-2&-5,18%,16%&34%,23%&5%,-11%&-3%,6%&3%
CCN(CC)C(=O)[C@H]1C[C@H](CC(=O)NCCN2CCOCC2)C(=O)N2CCc3c([nH]c4ccc(Cl)cc34)[C@]12C,-8%,-6%,-5%,-1,·,31%,-18%,·,-2%
Cc1cccc(CNC(=O)C2CCC(=O)N(C3CCCC3)C2)c1 (stereo not drawn),-1%,2%,6%,2,15%,22%,-22%,0%,-4%
Cc1ccc(COC(=O)c2[nH]c3c(c2C)C(=O)CC(c2ccc(N(C)C)cc2)C3)cc1 (stereo not drawn),-5%,6%,0%,1,6%[59 µM],26%,-7%,2%,-6%
COc1ccc(OCc2cc(C(=O)NCCN3CCCc4ccccc43)no2)c(Cl)c1,?,16µM*,-2%,0,?,?,-40%,?,3%
COc1ccc(CN2CCNC(=O)C2CC(=O)NC2CCCC2)c(OC)c1 (stereo not drawn),-6%,59%[activator],-8%,4,-21%,15%[57 µM],-29%,-16%,-4%
O=C(CC1Sc2ccccc2NC1=O)NNc1cccc(Cl)c1Cl (stereo not drawn),-10%,?,4%,-1,·,23%,-23%,·,3%
Fc1ccc(-c2noc3ncnc(NCCCN4CCN(c5ccccc5)CC4)c23)cc1,?,-24%,-3%,-2,?,-6%,-5%,-8%[57.1 µM],22%
Cc1ccc(Sc2ccc(S(=O)(=O)Nc3ccc(CC(=O)O)cc3)cc2)cc1C,-34%,?,4%,2,?,-5%,9%,?,4%
COc1ccc(NC(=O)CCc2nnc3ccc(N4CCC5(CC4)OCCO5)nn23)cc1,-7%,4%,4%,-6,13%,42%[activator],31%[11.4 µM],-1%,6%
CCC(=O)N1CCc2cc(S(=O)(=O)CCC(=O)N3CCN(c4cccc(Cl)c4)CC3)ccc21,-29%,-8%,0%,3,?,-11%,10%,·,7%
Cc1cc(SCC(=O)Nc2cccc(S(=O)(=O)NC3=NCCCCC3)c2)c(C)cc1Br,-28%,-2%,3%,-2,1%[59 µM],19%,-2%,-3%,2%
COc1cccc(/C=C(\C#N)c2nc3ccc(C)cc3[nH]2)c1,-25%,-11%,4%,10,2%[59 µM],0%,-42%,-13%,-2%
O=C(CCN1C(=O)c2ccccc2C1=O)Oc1ccc2ccccc2c1,6%,0%,-5%,-6,63%[activator][12.7 µM],45%,16%,10%,21%
COCCn1c(SCC(=O)c2ccccc2)nc2ccccc2c1=O,3%,-23%,-1%,-4,-7%,-6%,-31%,5%,-8%
N#Cc1ccc(-n2nnc3ccccc3c2=O)c([N+](=O)[O-])c1,9%,139%[activator],-10%[15.4 µM],-2,·,41%[activator],7%,·,5%
CCOC(=O)C1(Cc2ccccc2C)CCCN(C(=O)c2cc(CC)nn2C)C1 (stereo not drawn),-10%,-4%,11%,0,0%,45%[activator],10%,-14%,3%
O=C(Nc1ccc(F)cc1)Nc1nnc(Cc2ccccc2)s1,-18%,0%,10%,4,8%[0.501 µM],43%[activator],-35%,-1%,-7%

# Two of these compounds in a different format.
# Values run as follows: JMJD2A Tudor | 12-LOX inh | ERG-DNA inh | PI4K2A block | G9a inh | HP1b chromo inh | RGS4 inhibitor | BAZ2B inh | GLS inhibitor
- Fc1ccc(-c2noc3ncnc(NCCCN4CCN(c5ccccc5)CC4)c23)cc1
    ? | -24% | -3% | -2 | ? | -6% | -5% | -8%[57.1 µM] | 22%
- Cc1ccc(Sc2ccc(S(=O)(=O)Nc3ccc(CC(=O)O)cc3)cc2)cc1C
    -34% | ? | 4% | 2 | ? | -5% | 9% | ? | 4%
